Assay outcomes (PubChem BioAssay)
All columns: NCI-60 one-dose screen, growth in % after 48 h at 10 µM unless noted; 100 = growth as untreated, 0 = no growth, -100 = all killed.
NCI-H322M – NCI-H322M lung cancer; 80,000 tested, 2.7% active
NCI-H460 – NCI-H460 lung cancer. 82,000 tested, 6.8% active. AID 1794736
NCI/ADR-RES – NCI/ADR-RES ovarian cells. 81,000 tested, 4.4% active. AID 1794790
NCI-H226 – NCI-H226 lung cancer; 79,000 tested, 3.5% active; AID 1794732
COLO 205 – COLO 205 colon cancer; 79,000 tested, 7.3% active; AID 1794742
NCI-H522 – NCI-H522 lung cancer. 78,000 tested, 8% active
HCT-15 – HCT-15 colon cancer. 82,000 tested, 5.2% active
HCT-116 – HCT-116 colon cancer; 82,000 tested, 7.3% active
HT29 – HT29 colon cancer; 81,000 tested, 7.4% active
* marks the source's active call; other numbers are inactive results; / = no result given; [ ] = dose if it differs, or a comment. Rule for the calls: active = growth percent below 10; inactive = the rest.

Preview:
SMILES	NCI-H322M	NCI-H460	NCI/ADR-RES	NCI-H226	COLO 205	NCI-H522	HCT-15	HCT-116	HT29
CO[C@H]1NC(=O)N(S(=O)(=O)c2c(C)cc(C)cc2C)[C@@H]1OC	111.3	107.1	105.0	108.9	106.9	101.9	102.0	100.9	/
CN(C)CCC(=O)c1ccc(O)cc1	106.1	103.4	105.9	99.0	/	102.5	104.0	105.9	105.0

The listing (from the top)
SMILES	NCI-H322M	NCI-H460	NCI/ADR-RES	NCI-H226	COLO 205	NCI-H522	HCT-15	HCT-116	HT29
CO[C@H]1NC(=O)N(S(=O)(=O)c2c(C)cc(C)cc2C)[C@@H]1OC	111.3	107.1	105.0	108.9	106.9	101.9	102.0	100.9	/
CN(C)CCC(=O)c1ccc(O)cc1	106.1	103.4	105.9	99.0	/	102.5	104.0	105.9	105.0
CCCCNC(=O)N1CCc2nc(NC(=O)Cc3ccccc3)sc2C1	95.0	101.3	98.8	94.4	100.4	42.5	101.6	99.8	68.5
Cn1c(=O)c2c(nc(CNC(=O)c3ccccc3)n2C)n(C)c1=O	104.6	115.3	106.1	115.4	111.9	108.1	110.3	113.7	128.8
CCOC(=O)c1[nH]c(CN)c(C(=O)OCC)c1C	/	99.2	91.7	94.1	91.2	76.4	76.4	67.8	102.1
Oc1ccccc1C=Nc1ccccc1N=Cc1ccccc1O	102.8	92.4	90.8	88.0	106.0	/	90.6	89.1	103.5
COc1ccccc1-c1nc2cc(C(=O)Nc3ccccc3)ccc2n1C1CCCCC1	86.5	108.0	104.4	109.0	104.2	82.6	96.0	87.9	91.4
CCOC(=O)CC(=O)Nc1cc2ccc(OC)c(OC)c2cc1C(=O)OCC	91.7	105.1	/	91.5	109.6	86.6	98.7	102.8	104.5
[2H]C([2H])([2H])Oc1ccc(Cl)cc1/C=C/C(=O)/C=C(/C=C/c1cc(Cl)ccc1OC([2H])([2H])[2H])OB(F)F	105.8	99.4	100.0	108.9	120.9	80.3	100.0	87.8	104.3
NC(=O)NS(=O)(=O)c1ccc(N)cc1	103.0	104.7	103.6	94.1	103.5	89.2	105.7	102.6	101.0
Cc1cc(=O)n2nnc3cc(C#N)ccc3n12	/	119.5	105.7	113.4	107.5	97.1	104.5	109.9	106.2
CC1N(C(=O)NCCCCCCNC(=O)N2C(C)C2(C)C)C1(C)C (stereo not drawn)	104.0	105.2	103.7	99.4	106.9	79.7	103.5	94.2	99.7
CNC(=O)c1cc(N2CCc3cc(NC(=O)c4cccc(C(F)(F)F)c4)ccc32)ccn1	104.1	99.1	96.3	111.1	110.8	95.4	93.2	105.2	89.7
CCOC(=O)NNc1[nH]c(-c2ccc(OC)cc2)cc1C#N	79.4	99.1	88.9	101.5	14.5	76.0	107.3	85.4	131.6
CC(=O)OC1CC2C=CC1C2 (stereo not drawn)	100.5	110.1	98.3	91.6	106.2	100.5	102.0	90.1	98.7
O=C1CC=Nc2ccc([N+](=O)[O-])cc21	88.2	104.9	105.0	102.3	96.4	91.1	96.9	111.6	105.5
CC(=O)NS(=O)(=O)OC[C@H]1O[C@@H](n2cnc3c(N)ncnc32)[C@H](O)[C@@H]1O	103.6	104.6	103.0	109.3	91.3	79.4	100.1	85.5	94.2
COc1ccc(C2Nc3nc(SC)nc(N)c3N=C3c4ccccc4CCC32)cc1 (stereo not drawn)	109.0	86.7	56.2	106.8	112.3	90.9	75.9	51.5	69.9
COc1cc2oc(-c3cccc(NC(=O)c4ccc(C(F)(F)F)cc4)c3)cc(=O)c2c(OC)c1OC	86.3	82.7	72.0	93.5	89.6	81.9	83.3	87.8	73.6
COc1ccc(C2=Nn3c(nnc3-n3nc(C)cc3C)SC2)cc1	44.6	4.1*	10.7	57.4	-42.5*	-9.2*	17.1	5.6*	-17.0*
CCCCc1nc(Cl)c(C2CC(c3ccc(Cl)cc3)=NN2C=O)[nH]1 (stereo not drawn)	89.2	95.6	84.8	83.3	96.3	87.7	95.2	98.6	92.3
CCCCCCCCCCCCCCCCCCNC(=S)N/N=C/c1ccccc1C(=O)O	99.1	100.1	96.5	94.2	103.1	94.3	83.0	105.7	99.9
CC12CCC3C4(C)COC(c5ccccc5Cl)OC4CCC3(C)C1CC(C1=CCOC1=O)O2 (stereo not drawn)	90.2	44.1	63.2	59.5	45.0	59.4	41.2	40.5	57.1
CC(C)(C)OC(=O)NC(C(=O)O)C1=CCC=CC1 (stereo not drawn)	48.6	111.2	104.4	93.0	135.9	68.8	100.7	106.9	92.3
CCOC(=O)c1c(C(=O)OC)c(C(=O)OC)c2ccc3c4ccccc4ccc3n12	105.1	114.9	100.1	87.5	118.1	98.9	104.1	112.1	102.1
(list continues)
SMILES	NCI-H322M	NCI-H460	NCI/ADR-RES	NCI-H226	COLO 205	NCI-H522	HCT-15	HCT-116	HT29
O=C(CNC(=O)c1cccc2ccccc12)Nc1ccccc1Oc1ccccc1	41.8	-2.9*	10.3	49.2	-8.2*	-10.5*	8.1*	-2.3*	2.0*
Cc1ccccc1-c1cc(Cc2ccccc2O)c(=O)[nH]n1	114.6	115.2	110.6	85.8	/	93.3	106.8	93.5	138.8
CCN(CC)C(=O)Nc1ccc([N+](=O)[O-])cc1	/	109.4	108.4	102.2	95.5	123.7	112.1	107.7	114.3
CC(C)C1(c2ccsc2)NC(=O)NC1=O (stereo not drawn)	96.5	103.2	107.0	94.4	119.1	84.6	100.8	97.1	106.2
Cc1cc(C)c(OC(=O)CSc2nc3ccccc3c(=O)n2CCc2ccccc2)cc1C	89.3	74.1	89.3	84.8	96.0	98.0	52.7	80.1	99.5
Nc1ccc(Oc2ccccc2)c(Cl)c1	86.3	105.7	114.2	94.2	96.2	108.2	92.6	79.3	104.1
C#CCNC(=S)N/N=C(\C)c1ccccn1	-4.1*	4.0*	8.5*	5.0*	19.6	43.9	28.4	1.2*	31.5
CC(C)CC(NC(=O)C(CCC(=O)O)NC(=O)C(CC(=O)O)NC(=O)C(CCCCN)NC(=O)C(C)NC(=O)C(NC(=O)C(CCC(=O)O)NC(=O)C(CC(=O)O)NC(=O)CNC(=O)C(CCCN=C(N)N)NC(=O)C(N)CCCN=C(N)N)C(C)O)C(N)=O (stereo not drawn)	111.6	109.4	95.0	107.8	101.5	80.9	104.8	104.8	88.4
O=c1nc(Nc2ccccc2O)sc2ccccc12	85.9	98.8	82.4	77.5	107.2	80.9	85.5	90.0	106.4
C=CCSc1nnc(NC(=O)CCl)s1	101.1	99.9	93.0	88.8	122.4	85.3	89.7	86.3	110.3
COc1ccc(-c2ccccc2)cc1	99.3	106.9	105.6	96.8	108.4	101.1	103.3	101.9	97.1
CC1=C/C(=C(\c2ccc(N(C)C)cc2)c2ccc([N+](C)(C)C)cc2)C=CC1=[N+](C)C	103.8	74.9	100.3	88.4	66.0	97.2	95.7	36.1	36.5
O=c1[nH]cc(F)c(=S)[nH]1	85.2	108.9	94.3	104.5	115.9	79.5	104.8	97.4	97.6
COc1cc2nc3cc([N+](=O)[O-])ccc3c(Cl)c2cc1OC	103.1	108.9	103.2	56.3	112.2	70.7	94.6	95.7	104.6
CN[C@@H]1C(O)[C@@H](O[C@@H]2[C@@H](O)[C@H](O[C@H]3OC(CN)=CC[C@H]3N)[C@@H](N)C[C@H]2N)OC[C@]1(C)O (stereo partly drawn)	/	110.3	104.6	106.1	113.3	104.7	100.9	103.7	100.1
O=C1NNC(=NCC(=O)n2ccc3ccccc32)Nc2ccccc21	91.7	104.2	104.6	92.8	103.1	101.9	109.9	81.6	92.1
Cc1ccc2c(n1)C(=O)C(Cl)=C(Nc1ccc(C(C)C)cc1)C2=O	84.4	79.7	49.9	61.4	110.6	-13.7*	-60.1*	-70.8*	102.4
C=C1[C@@H](O)C[C@H]2C(C)(C)C[C@H](Cl)C[C@]2(C)[C@H]1C[C@H](O)[C@H]1CC(=O)NC1=O	-8.4*	-11.5*	-3.0*	-25.8*	-62.5*	-36.8*	-13.7*	-28.8*	-23.6*
OC(c1ccccc1)c1ccccn1 (stereo not drawn)	102.0	106.6	110.2	97.8	107.8	84.6	104.8	102.9	89.3
c1ccc(-c2nc(-c3c[nH]c4ncccc34)cs2)cc1	83.0[100 µM]	97.2[100 µM]	96.2[100 µM]	105.3[100 µM]	144.4[100 µM]	104.0[100 µM]	98.7[100 µM]	84.7[100 µM]	118.9[100 µM]
C=CCn1c(SCC(=O)Nc2ccc(C(=O)/C=C/c3ccc(OC)cc3)cc2)nnc1-c1cc(-c2ccccc2)nc2ccccc12	90.7	102.5	100.5	94.8	96.4	96.4	100.7	93.8	111.4
Cc1ccc(-c2cc(C(=O)N3N=C(c4ccc(Cl)cc4)CC3c3cc(-c4ccccc4)nn3-c3ccccc3)c3ccccc3n2)cc1 (stereo not drawn)	88.9	75.2	97.6	78.7	101.9	81.3	84.6	88.0	96.7
Nc1nc(NC(=O)Nc2ccc(Cl)cc2)nn1-c1ccc(S(N)(=O)=O)cc1	94.9	98.9	96.9	97.4	99.6	91.7	95.2	101.8	107.9
COC(=O)c1nnn(-c2ccc(Cl)cc2Cl)c1C(=O)c1ccc(Cl)c(Cl)c1	88.4	95.4	92.8	80.0	109.5	92.6	94.7	87.5	109.4
O=C(C[n+]1ccccc1)c1ccc2ccccc2c1O	101.3	103.4	95.9	92.8	87.1	54.2	99.7	90.2	70.0

An excerpt of these results, with bars between the fields.
canonical_smiles | NCI-H322M | NCI-H460 | NCI/ADR-RES | NCI-H226 | COLO 205 | NCI-H522 | HCT-15 | HCT-116 | HT29
Cc1cc(C)c(OC(=O)CSc2nc3ccccc3c(=O)n2CCc2ccccc2)cc1C | 89.3 | 74.1 | 89.3 | 84.8 | 96.0 | 98.0 | 52.7 | 80.1 | 99.5
Nc1ccc(Oc2ccccc2)c(Cl)c1 | 86.3 | 105.7 | 114.2 | 94.2 | 96.2 | 108.2 | 92.6 | 79.3 | 104.1
C#CCNC(=S)N/N=C(\C)c1ccccn1 | -4.1* | 4.0* | 8.5* | 5.0* | 19.6 | 43.9 | 28.4 | 1.2* | 31.5
CC(C)CC(NC(=O)C(CCC(=O)O)NC(=O)C(CC(=O)O)NC(=O)C(CCCCN)NC(=O)C(C)NC(=O)C(NC(=O)C(CCC(=O)O)NC(=O)C(CC(=O)O)NC(=O)CNC(=O)C(CCCN=C(N)N)NC(=O)C(N)CCCN=C(N)N)C(C)O)C(N)=O (stereo not drawn) | 111.6 | 109.4 | 95.0 | 107.8 | 101.5 | 80.9 | 104.8 | 104.8 | 88.4
O=c1nc(Nc2ccccc2O)sc2ccccc12 | 85.9 | 98.8 | 82.4 | 77.5 | 107.2 | 80.9 | 85.5 | 90.0 | 106.4
C=CCSc1nnc(NC(=O)CCl)s1 | 101.1 | 99.9 | 93.0 | 88.8 | 122.4 | 85.3 | 89.7 | 86.3 | 110.3

Next part:
SMILES	NCI-H322M	NCI-H460	NCI/ADR-RES	NCI-H226	COLO 205	NCI-H522	HCT-15	HCT-116	HT29
Clc1cccc(-c2c[nH]c3ncnc(N4CCOCC4)c23)c1	99.3	111.1	96.8	92.8	92.2	97.6	103.2	100.8	91.7
COc1ccc(Oc2nc(Nc3ccc(N4CCOCC4)nc3)ncc2NC(=O)c2cc(OC)cc(OC)c2)cc1	88.0	82.3	76.0	65.0	/	52.1	52.9	72.1	77.8
CC(=O)OCC(=O)[C@@]1(O)CC[C@H]2[C@@H]3CCC4=CC(=O)C=C[C@]4(C)[C@H]3C(=O)C[C@@]21C	117.4	108.8	101.3	/	111.6	/	113.0	109.4	/
Nc1nc(-c2cccc(F)c2)nn1-c1nc2ccccc2s1	88.5	58.5	97.9	/	82.7	87.8	88.3	68.0	78.9
Cn1cnc2ncnn2c1=S	100.1	100.9	107.2	102.7	109.8	79.4	110.1	99.3	92.2
CCOC(=O)n1cc(C2=C(c3ccc(OC)c(OC)c3)COC2=O)c2ccccc21	52.0	8.6*	8.3*	55.5	-60.7*	-23.6*	7.9*	4.1*	1.2*
Cc1ccc(C2C=C(c3ccc(Cl)cc3)N=C3SC=CN32)c(Br)c1 (stereo not drawn)	85.5	84.4	85.6	55.5	91.1	80.7	75.1	5.0*	67.9
CCOC(=O)c1nn(-c2ccc(Cl)cc2)c(=N/N=C(\C)c2c(O)c(OC)c3occc3c2OC)s1	98.7	110.6	102.8	95.4	129.6	88.0	99.2	95.9	112.6
CC(=O)Nc1ccccc1N	96.1	121.1	105.2	107.1	121.5	109.0	125.6	105.7	121.0
CCCCOC(=O)c1ccc(C(C)C)cc1	96.3	109.5	97.3	/	110.1	83.1	101.0	85.4	94.9
COc1nc2nc(-c3cc4ccccc4[nH]c3=O)[nH]c2c(=O)n1C	111.4	100.3	110.9	96.6	110.2	129.8	97.8	97.9	105.7
Cc1[nH]nc2ccc3nc(-c4ccc5[nH]ncc5c4)c4c(c3c12)CCCC4	36.9	19.3	40.0	16.2	8.6*	0.1*	16.2	6.7*	22.1
NS(=O)(=O)c1cccs1	100.4	107.3	107.3	102.0	107.9	73.8	98.9	91.9	101.5
O=[N+]([O-])c1ccc2cn(C3OC(CO)C(O)C3O)nc2c1 (stereo not drawn)	/	/	106.2	102.1	108.3	96.0	104.0	104.6	110.8
COc1cc(-c2nc(SCC(C)C)nc(Nc3ccc([N+](=O)[O-])cc3[N+](=O)[O-])c2C#N)cc(OC)c1OC	109.3	94.6	92.7	90.3	95.0	89.9	75.9	39.6	86.5
O=C1S/C(=C\C=C\c2ccc([N+](=O)[O-])cc2)C(=O)N1c1ccc(F)cc1	98.0	103.1	97.8	87.1	111.1	87.9	102.0	98.5	100.2
Cc1ccc(-c2ccccc2C(=O)O)cc1	153.3	98.6	104.1	106.4	110.5	105.7	105.7	109.2	99.5
COc1cc2cc(Oc3ccc(NC(=O)Nc4ccc(Cl)c(C(F)(F)F)c4)cc3)c(C)nc2cc1OCCN1CCCCC1	8.1*	-82.0*	3.9*	/	-81.4*	/	-81.8*	-46.3*	-68.0*
Cc1ccc(C(=O)Cn2c(=O)c3nnc(C)n3c3ccccc32)cc1	110.3	98.8	102.9	88.7	102.4	79.7	97.8	97.0	107.2
